uPA generation = cell surface uPA generation inhibition; cell surface uPA generation assay, qHTS; Potency, µM (top dose mostly 38.3 µM), for inactives: at the top dose activity change, negative = inhibition, usual class: inhibitors; 330,000 tested, 0.31% active; AID 540303; active = well fitted inhibition curve with a large enough effect; inconclusive = small, poorly fitted or top-dose-only effect; inactive = no such curve, though single readings can be large or run the other way; tested in mouse RAW 264.7 cells; also: potency is read from the fitted curve at half-maximal effect; % is scaled to controls: 0 for no effect and ±100 for the full control effect; nearly all actives have a fitted effect of over 55% in size
NPC1 prom act = activates the NPC1 promoter; Huh7 NPC1 promoter luciferase reporter, 24 h; 320,000 tested, 2.4% active; Potency, µM (top dose mostly 9.22 µM), inactives show at the top dose activation, actives largely listed as activators;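 also: potency is read from the fitted curve at half-maximal effect; % of control where 0% means no effect; nearly all actives have a fitted effect of over 60% in size; reporter is driven by a mutant NPC1 promoter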
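NPC1 promoter–luciferase Huh7 cells; 24 h compound; luminescence.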
FBPA coupling cs = coupling enzyme interference in Giardia aldolase counter-screen | coupling enzyme system counterscreen, AmpLite Red fluorescence | activity change, negative = inhibition, % at 58.2 µM, hits read low | 290,000 tested, 0.67% active | AID 2472; in the data active = activity change below about -30%; also: % is scaled to controls: 0 for no effect and ±100 for the full control effect
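Counterscreen of the coupled detection system alone, without aldolase: glyceraldehyde-3-phosphate coupling enzymes plus AmpLite Red readout. Compounds at 57.5 uM final, 10 min RT preincubation, 20 min RT reaction, fluorescence 525/598 nm.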
RORg inh = blocks mouse ROR gamma transcriptional activity; Potency, µM (top dose mostly 53.6 µM), for inactives: at the highest dose activity change, negative = inhibition, hits mostly inhibitors; P51450; Drosophila S2 Gal4-RORgamma UAS-luciferase reporter, 20 h; 310,000 tested, 5.4% active; also: potency is read from the fitted curve at half-maximal effect; % is scaled to controls: 0 for no effect and ±100 for the full control effect; nearly all actives have a fitted effect of over 60% in size
Target sequence (P51450 whole entry, looked up, the tested form may be a part): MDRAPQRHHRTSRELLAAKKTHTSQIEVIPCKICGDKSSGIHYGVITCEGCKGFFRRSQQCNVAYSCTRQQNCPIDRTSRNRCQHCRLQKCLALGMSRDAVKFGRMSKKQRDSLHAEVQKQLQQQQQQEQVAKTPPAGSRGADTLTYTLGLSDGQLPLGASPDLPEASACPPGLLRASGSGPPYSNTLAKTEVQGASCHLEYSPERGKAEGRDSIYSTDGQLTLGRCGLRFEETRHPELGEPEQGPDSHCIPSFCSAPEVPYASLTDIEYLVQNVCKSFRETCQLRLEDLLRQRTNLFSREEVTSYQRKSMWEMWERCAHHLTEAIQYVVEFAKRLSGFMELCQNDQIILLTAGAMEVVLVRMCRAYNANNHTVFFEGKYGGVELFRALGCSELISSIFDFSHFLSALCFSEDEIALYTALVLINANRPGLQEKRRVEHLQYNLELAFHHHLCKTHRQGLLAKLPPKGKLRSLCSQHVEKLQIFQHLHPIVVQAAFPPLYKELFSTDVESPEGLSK
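Luminescence from a UAS-regulated Photinus luciferase reporter in stably transfected Drosophila Schneider cells is measured; decreased signal marks ROR gamma inhibition. Fusion expression is induced by 700 uM copper sulfate for 20 hr.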
VP16 counter = Gal4-VP16 reporter inhibition counter-screen; Drosophila S2 Gal4-VP16 UAS-luciferase, luminescence, 20 h; Potency, µM (series often up to 53.6 µM), inactives show at the highest dose activity, negative = inhibition, most hits filed as inhibitors; 310,000 tested, 3.5% active; AID 2546;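 also: Gal4-VP16 expression switched on by copper sulfate through the metallothionein promoter; potency is read from the fitted curve at half-maximal effect; % is scaled to controls: 0 for no effect and ±100 for the full control effect; nearly all actives have a fitted effect of over 50% in size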
ELG1 genotoxic = genotoxicity induction in ELG1-luciferase HEK293T cells; 330,000 tested, 1.3% active; AID 504466; Potency, µM (titrated, usually from 46 µM), inactives show at the highest dose activity change, positive = activation, hits mostly activators; HEK293T ELG1-luciferase reporter, luminescence, 16 h; also: potency is read from the fitted curve at half-maximal effect; % of control where 0% means no effect; nearly all actives have a fitted effect of over 60% in size
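Reporter readout depends on ELG1 protein level, which increases with genetic stress. After 16 hr compound exposure at 37 °C, luciferase activity was quantified using ONE-Glo.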
Rab9 prom act = activators of Rab9 promoter; Huh7 Rab9 promoter-luciferase reporter, luminescence, 24 h; AID 485297; 320,000 tested, 2.8% active; Potency, µM (top dose mostly 9.22 µM), inactives show at the highest dose activation, negative = inhibition, most hits filed as activators; also: potency is read from the fitted curve at half-maximal effect; % of control where 0% means no effect; nearly all actives have a fitted effect of over 60% in size
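Huh7 cells stably carrying a Rab9 promoter-luciferase reporter, 1500 cells per well in OP-MEM I with 10% FBS, treated with compound 24 hours at 37C. Luciferase activity read by luminescence after 10 minutes with Amplite reagent.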
FLuc counter = counter-screen for miR-21 project: firefly luciferase inhibitors or activators; purified FLuc, Km substrates, luminescence inhibition; AID 588342; Potency, µM (top dose mostly 57.5 µM), for the others: at the top dose activity change, negative = inhibition, hits mostly inhibitors; 360,000 tested, 6.9% active;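 also: potency is read from the fitted curve at half-maximal effect; plate controls were vehicle for no effect and reference inhibitor for full effect; nearly all actives have a fitted effect of over 55% in size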
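Biochemical qHTS of compounds, final roughly 60 µM downward over six points, against 10 nM purified firefly luciferase using Km concentrations of substrates (10 uM D-luciferin, 10 uM ATP) in Tris acetate pH 7.5 buffer; luminescence output.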
Tb PFK inh = inhibitors of T. brucei phosphofructokinase | 330,000 tested, 0.17% active | T. brucei PFK, ADP-Glo luminescence | Potency, µM (highest dose often 57.5 µM), for the others: at the highest dose activity, negative = inhibition, usual class: inhibitors | O15648;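 also: potency is read from the fitted curve at half-maximal effect; 0% = uninhibited 1x PFK enzyme wells and -100% = no-enzyme wells; nearly all actives have a fitted effect of over 60% in size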
Target sequence (O15648 whole entry, looked up): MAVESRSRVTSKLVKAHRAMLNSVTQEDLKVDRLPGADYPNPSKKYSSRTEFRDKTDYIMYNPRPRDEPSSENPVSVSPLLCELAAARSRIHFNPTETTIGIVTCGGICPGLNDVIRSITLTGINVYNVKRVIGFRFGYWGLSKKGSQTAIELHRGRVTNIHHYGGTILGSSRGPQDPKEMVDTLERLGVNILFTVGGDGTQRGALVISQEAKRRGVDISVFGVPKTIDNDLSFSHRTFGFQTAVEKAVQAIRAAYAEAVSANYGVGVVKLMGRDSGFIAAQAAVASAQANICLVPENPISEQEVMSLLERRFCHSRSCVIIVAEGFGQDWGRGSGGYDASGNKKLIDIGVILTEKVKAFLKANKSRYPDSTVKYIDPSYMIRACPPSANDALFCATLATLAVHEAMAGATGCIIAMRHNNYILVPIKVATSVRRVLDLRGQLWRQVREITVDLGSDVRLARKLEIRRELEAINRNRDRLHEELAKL
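Luminescent ADP detection (ADP-Glo, two-step: ATP depletion then ADP-to-ATP conversion for luciferase) reported PFK activity after 45 min room-temperature reaction of 1.25 nM enzyme with 0.5 mM F6P and 0.1 mM ATP at pH 8.0.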
Giardia kill = kills Giardia lamblia. Giardia lamblia trophozoite viability. activity change, % at 7.66 µM, hits read low. 340,000 tested, 0.15% active. AID 540267; in the data active = activity change below about -80%; inconclusive = between about -30% and that limit;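 also: parasites exposed to compound for two days anaerobically before the ATP read; % is scaled to controls: 0 for no effect and ±100 for the full control effect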
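Trophozoite viability was measured as ATP-dependent luminescence, read 15-30 min after reagent addition. Before that, parasites at 100 cells/well were exposed to compounds for 48 h, anaerobically, at 37 deg C.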
KCNH2 3.1 inh = KCNH2 3.1 (human) potassium channel inhibition | U2OS KCNH2 3.1, thallium flux FluxOr; hits give low values | activity change, % (tested at about 1.8 µM) | 340,000 tested, 0.95% active | AID 720553;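 active = maximum activity change below -70%; inconclusive = maximum activity change from -70% to -50%; inactive = maximum activity change above -50%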;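 also: thallium influx rate constant from kinetic fluorescence after stimulation buffer; % is scaled to controls: 0 for no effect and ±100 for the full control effect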
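Kinetic fluorescence (2 min after stimulation buffer) measures Tl+ influx through KCNH2 3.1 expressed by viral transduction in U2OS cells; the rate constant is normalized against DMSO controls serving as positive and negative references.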
* = called active by the depositor; ? = inconclusive; . = no result given; & = joins results of further samples; [ ] = remark or other dose. Unless noted, calls follow the shape of the dose curve; as a rule, active = well fitted curve in the direction sought with a large enough effect; inconclusive = small, poorly fitted or top-dose-only effect, or another doubt; inactive = no such curve, though single readings can be large; an effect the other way counts as inactive or inconclusive. Outcome played no part in choosing rows; 14% or so of the library scored in one or more.

Results follow in this order: uPA generation, NPC1 prom act, FBPA coupling cs, RORg inh, VP16 counter, ELG1 genotoxic, Rab9 prom act, FLuc counter, Tb PFK inh, Giardia kill, KCNH2 3.1 inh
COc1ccc(OC)c(NC(=O)C2C(C(=O)O)C3(Cl)C(Cl)=C(Cl)C2(Cl)C3(Cl)Cl)c1 (stereo not given)
  0%, -2%, -2, -3%, -2%, -1%, -11%, -19%, -13%, 5, -6
COc1ccc(S(=O)(=O)N2CCCC(C(=O)N3CCOCC3)C2)cc1Cl (stereo not given)
  1%, 1%, -1, -2%, -2%, 0%, 6%, 1%, -3%, -1, 15
O=C(Nc1cccc([N+](=O)[O-])c1)N1CCc2ccccc2C1
  -1%, ?, -5, 43%, ?, ?, ?, 21µM*, 1%, 3, 6
COc1cccc(-c2nc(Cc3ccc(OC)c(OC)c3)no2)c1
  -5%, 12%, -2, 24%, -2%, 3%, -6%, -18%, -1%, -3, -10
CC(/C=N/n1c(COc2ccccc2)n[nH]c1=S)=C\c1ccccc1
  2%, -3%, 5, 2.5µM*, ?, -3%, -9%, 1%, -1%, 4, -17
O=C(COC(=O)c1ccccc1F)NC1CCCC1
  9%, -2%, 1, 1%, -1%, 1%, -1%, 24µM*, 1%, 9, -2
N#Cc1ccc(-c2ccc(F)cc2)nc1Oc1ccc(F)cc1
  1%, -2%, 1, -40%, -25%, 9%, -2%, 8%, 7%, 12, 0
CCOc1cc(/C=C2\SC(=NC)N(C)C2=O)cc(Cl)c1OC(C)=O
  -2%, -14%, 1, 19%, -3%, 5%, -15%, 1%, 0%, 21, -7
CC1CCN(C(=O)CCc2ccc(S(=O)(=O)NC(C)(C)C)cc2)CC1
  -7%, -1%, 3, 23%, 0%, -5%, 9%, 0%, -3%, 16, 2
CNc1nc2c(C)cccn2c(=O)c1C=Nc1ccc(OC)cc1
  ?, 5%, 1, -40%, 8%, 12%, 1%, 12µM*, -4%, -13, -1
C/C(=C\C(=O)c1ccc(F)cc1)Nc1ccc(N2CCOCC2)cc1
  -6%, 1%, -15, 10%, -9%, 15%, -10%, 1%, -3%, -1, -7
CC1CCCCN1CCCNC(=O)CCCN1C(=O)c2cccnc2Sc2ccccc21 (stereo not given)
  -9%, -2%, ., 5%, -1%, 0%, -1%, 2%, 1%, -11, 7
COc1ccccc1C1C(C(N)=O)=C(C)Nc2ncnn21 (stereo not given)
  1%, 0%, 5, -28%, -1%, -2%, -5%, 3%, 0%, -13, -3
COCCOC(=O)C1=C(C)NC(C)=C(C(=O)OCCOC)C1/C=C/c1ccccc1OC
  3%, -2%, -2, 5%, -5%, 4%, -2%, -2%, 2%, -5, 5
Cc1nn(CC(=O)N2CCN(c3cccc(C(F)(F)F)c3)CC2)c(=O)c2cccn12
  0%, 0%, 1, ?, 4%, -7%[9.26 µM], -2%, 4%&7%, ?, 19, 13
O=C(Nc1ccc(-c2cn3ccccc3n2)cc1)c1cccs1
  -9%, 1.8µM*, 0, ?, ?, ?, 3.5µM*, 1.9µM*, ?, -22, -19
Cc1cc(=O)[nH]c2n[nH]c(-c3ccccc3)c12
  0%, 22%, 2, ?, 11%, ?, 7%, ?, 1%, 4, -6
CC1C=CCC2C(=O)N(c3cccc(C(=O)Nc4ccc(Br)cc4)c3)C(=O)C12 (stereo not given)
  7%, 1%, 1, ?, -3%, -8%, 16%, ?, -10%, 5, -38
COc1cccc(/C=C/c2ccc3cccc(O)c3n2)c1OC
  -6%, 3.5µM*, -10, 2.8µM*, 5.6µM*, 18µM*, ?, 2.7µM*, -3%, -13, 17
Cc1cc(NS(=O)(=O)c2cccs2)no1
  0%, -2%, 0, -21%, 3%, 1%, -2%, 7%, 0%, -3, 4
CCN(CC)S(=O)(=O)c1ccc(-c2nnc3sc4cccc(C)c4n23)cc1
  -14%, 0%, 7, 2.2µM*, -2%, -7%, 1%, -2%, -2%, -28, 18
CC(C)(C)c1cc(CN2CCN(CCC#N)CC2)cc(C(C)(C)C)c1O
  1%, 7%, 10, 14%, 2%, -4%, -3%, -2%, 3%, 6, -34
CCOc1c(OC)cc(C2C(C#N)=C(N)Oc3n[nH]c(-c4ccncc4)c32)cc1OC (stereo not given)
  7%, -3%, -3, 12%, -5%, -2%, -4%, 1%, 4%, -14, 2
CCOC(=O)C1=C(c2ccccc2)OC(N)=C(C#N)C1c1ccncc1 (stereo not given)
  -4%, -8%, 8, ?, ?, 1%, -8%, -5%, 3%, 4, 12
O=C(Nc1cccc(Cl)c1)N1CCCCCC1
  -2%, 26%, -1, 1%, -8%, ?, 15%, ?, 1%, -2, -3
COc1ccc(CN2CCC(C(=O)c3ccc(Cl)cc3)CC2)cc1
  -29%, -3%, 0, 23%[1.91 µM], -9%, -6%, -3%, -1%, 9%, -4, -97*
CCCC(c1nnnn1Cc1cccs1)N1CCN(C2CCCC2)CC1 (stereo not given)
  0%, 0%, 1, 17%, 12%, -2%, 1%, -3%, 0%, 9, -7
Cc1cccc(C(C)C)c1NC(=O)C1CCN(S(=O)(=O)c2ccccc2)CC1
  -1%, -5%, ., 1%, 7%, -16%, -8%, 6%, -10%, -5, -3
O=[N+]([O-])c1cc(S(=O)(=O)N2CCOCC2)ccc1NS(=O)(=O)c1ccccc1
  -1%, ., ., ., ., -1%, ., ., 3%, ?, -5
COc1ccc(/C=N/Nc2cc(N3CCOCC3)ncn2)c(OC)c1
  -4%, 2%, 3, -2%, -2%, 3%, 3%, -9%, -1%, -11, 5
Cn1c2ccccc2c2ncn(CCC3=CCCCC3)c(=O)c21
  -4%, 28%, -5, 32%, 6%, ?, 4.5µM*, 17µM*, -2%, -4, 6
COc1ccc(COC(=O)CCNC(=O)c2ccc(Cl)cc2)cc1
  9%, -1%, ., ., ., 0%, 1%, 2%, 4%, -18, 13
Cc1ccc(S(=O)(=O)N(C)CC(=O)Nc2ncccc2C)cc1
  3%, 16%, ., ., ., 1%, -5%, 0%, -4%, 13, -15
CCCCCCCn1c(=O)c(C(=O)OC)c(N)c2ccccc21
  0%, 1%, 0, 1.8µM*, 1.3µM*, 4%, -5%, 4%, 0%, 3, 3
COc1ccc2c(c1)CCc1c(C(=O)Nc3cc(C)n(Cc4ccc(Cl)cc4)n3)noc1-2
  13%, -3%, -5, 11%, 11%, 8%, -9%, -1%, 3%, -20, 0
CC(CNC(=O)Cn1ccc(NC(=O)OCc2ccccc2)nc1=O)c1ccccc1 (stereo not given)
  18%, -5%, ., ., ., -1%, 0%, 3%, -11%, -17, .
CCc1ccc(CN2C(=O)c3ccccc3C2C(=O)NCc2cccnc2)cc1 (stereo not given)
  -2%, 1%, 3, 24%, -5%, -3%, 1%, 6%, -5%, 3, -3
COC(=O)c1c(C)[nH]c(C(=O)NCCc2ccc(S(N)(=O)=O)cc2)c1C
  1%, -1%, 2, 25%, 6%, -4%, -6%, -2%, 1%, 10, -25

In a second layout: entries from further up
Compound: Cn1c2ccccc2c2ncn(CCC3=CCCCC3)c(=O)c21
  uPA generation: -4%; NPC1 prom act: 28%; FBPA coupling cs: -5; RORg inh: 32%; VP16 counter: 6%; ELG1 genotoxic: ?; Rab9 prom act: 4.5µM*; FLuc counter: 17µM*; Tb PFK inh: -2%; Giardia kill: -4; KCNH2 3.1 inh: 6

Compound: COc1ccc(COC(=O)CCNC(=O)c2ccc(Cl)cc2)cc1
  uPA generation: 9%; NPC1 prom act: -1%; FBPA coupling cs: .; RORg inh: .; VP16 counter: .; ELG1 genotoxic: 0%; Rab9 prom act: 1%; FLuc counter: 2%; Tb PFK inh: 4%; Giardia kill: -18; KCNH2 3.1 inh: 13

Compound: Cc1ccc(S(=O)(=O)N(C)CC(=O)Nc2ncccc2C)cc1
  uPA generation: 3%; NPC1 prom act: 16%; FBPA coupling cs: .; RORg inh: .; VP16 counter: .; ELG1 genotoxic: 1%; Rab9 prom act: -5%; FLuc counter: 0%; Tb PFK inh: -4%; Giardia kill: 13; KCNH2 3.1 inh: -15

Compound: CCCCCCCn1c(=O)c(C(=O)OC)c(N)c2ccccc21
  uPA generation: 0%; NPC1 prom act: 1%; FBPA coupling cs: 0; RORg inh: 1.8µM*; VP16 counter: 1.3µM*; ELG1 genotoxic: 4%; Rab9 prom act: -5%; FLuc counter: 4%; Tb PFK inh: 0%; Giardia kill: 3; KCNH2 3.1 inh: 3

Screening results: PubChem, National Center for Advancing Translational Sciences (NCATS)
